High-throughput results deposited in PubChem BioAssay by several laboratories.
PMI inhibition: human PMI inhibitors, high substrate, primary screen, biochemical, fluorescence intensity, high mannose 6-phosphate (AID 1220); inhibition, % at 20 µM; hits with a dose series show IC50 in µM; recombinant PMI enzyme, coupled fluorescence intensity; higher % means a stronger effect; 0.66% of 190,000 active
human PMI inhibition: inhibitors of human PMI, primary screen, biochemical, fluorescence intensity, coupled assay (AID 1209) | Mannose-6-phosphate isomerase (Homo sapiens) | purified PMI enzyme, coupled fluorescence intensity; higher % means a stronger effect | one-dose inhibition, % at 20 µM; IC50 in µM for titrated hits | 0.42% of 190,000 active;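 note: plate controls were DMSO vehicle for no effect and wells lacking substrate for full effect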
TNAP activators: human TNAP enzyme activators, primary screen, biochemical, luminescent, no phosphate acceptor, uHTS (AID 1001) | Alkaline phosphatase, tissue-nonspecific isozyme (Homo sapiens) | purified TNAP, luminescent activation assay, no phosphate acceptor; higher activation fold means a stronger effect | one-dose activation fold at 20 µM; EC50 in µM for titrated hits | 0.03% of 200,000 active; in the data active = activation fold from about 3, or a potency from the dose series; inactive = the rest, 99 in 100 with activation fold below about 1.6; note: many of its hits are not listed in these tables
T cell HTS: modulators of CD8 T cell-vesicle binding, primary screen, mouse 2C CD8+ T cells, flow cytometry; 0.068% of 330,000 active; AID 2052, 2009; 2C CD8+ T cell-vesicle binding; active compounds read low; calls only at 7 µM;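 active = response, share of CD8 T cells binding vesicles, and their 90th percentile fluorescence all below set limits, cut at about 80% in these data, passing the limit was not always enough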
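Material: murine 2C transgenic CD8+ T lymphocytes / Also added: QL9-peptide-loaded Drosophila micro-vesicles bearing Ld, ICAM-1 and B7-1 / Schedule: binding step 1.5 h, 37 °C, antibody labelling 20 min, ice / Signal: flow cytometry, PE anti-B7-1 (FL2) versus Alexa647 anti-CD8 (FL8), PFA-fixed / Evaluation: percent CD8+ FL2 mean versus row control / Benchmarks: naked versus QL9-loaded vesicles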
M17LAP inhibition: P. falciparum M17LAP inhibitors, primary screen, biochemical, fluorogenic H-Leu-NHMec substrate, 1536-well (AID 1619). Leucine aminopeptidase (Plasmodium falciparum (isolate 3D7)). 0.38% of 220,000 active. inhibition, % at 30 µM; hits with a dose series show IC50 in µM. recombinant M17LAP, H-Leu-NHMec fluorogenic kinetic assay; higher % means a stronger effect;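 active = compound inhibiting the enzyme by more than half at any dose during confirmatory dose-response retesting; inconclusive = strong single-dose inhibitors picked by rank but not retested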;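 note: plate controls were full reaction with DMSO carrier for no effect and no enzyme background for full effect; strong numbers were not always called active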
K1F lysis inhibition: inhibition of K1F phage lysis, E. coli UTI89, bacterial capsule biogenesis inhibitors, alamar blue (AID 488966); E. coli UTI89 K1F phage lysis, alamar blue, 2 h; higher % means a stronger effect; one-dose inhibition, % at 100 µM; IC50 in µM for titrated hits; 0.02% of 340,000 active;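 active = phage lysis inhibition, versus mean bacterial control, above a set limit; inconclusive = no clear call, values can overlap the other calls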;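 note: capsule biogenesis inhibitors block K1F phage lysis so surviving cells raise fluorescence; higher fluorescence means more inhibition of phage lysis; actives were called in the ten point dose series up to 300 µM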
RSV CPE inhibition: RSV antiviral activity via CPE protection, HEp-2 cells, primary 10 µM value included (AID 2391); HEp-2 cells, RSV-induced CPE inhibition; higher % means a stronger effect; CPE inhibition, % at 10 µM, or IC50 in µM where a hit was titrated; 0.13% of 310,000 active; in the data active = a potency from the dose series; inconclusive = CPE inhibition mostly from about 23% at the one dose, without a potency; inactive = the rest, 99 in 100 with CPE inhibition below about 21%; note: strong numbers were not always called active
West Nile antiviral: West Nile virus antiviral activity, cell-based, CPE readout (AID 1621). 0.02% of 290,000 active. West Nile virus-infected cells, CPE inhibition; higher % means a stronger effect. one-dose CPE inhibition, % at 10 µM; IC50 in µM for titrated hits; in the data active = a potency from the dose series; inconclusive = CPE inhibition mostly from about 3.7% at the one dose, without a potency; inactive = the rest, 99 in 100 with CPE inhibition below about 2.2%; note: strong numbers were not always called active
M1AAP inhibition: P. falciparum M1AAP inhibitors, biochemical, fluorogenic H-Leu-NHMec substrate, 1536-well (AID 1445) | Aminopeptidase N (Plasmodium falciparum (isolate 3D7)) | recombinant M1AAP, H-Leu-NHMec fluorogenic kinetic assay; higher % means a stronger effect | one-dose inhibition, % at 30 µM; IC50 in µM for titrated hits | 0.42% of 220,000 active;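 active = primary inhibition above the hit cutoff, then over 50% inhibition at one or more dose response concentrations, cut at about 23% in these data, passing the limit was not always enough; inconclusive = conflicting primary data, or primary hits not chosen for dose response; inactive = low primary inhibition, or under 50% at every dose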;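 note: plate controls were DMSO full reaction for no effect and no enzyme background for full effect; strong numbers were not always called active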
T cell HTS vesicle-bound %: second read-out of T cell HTS, no call of its own (marks repeat the call); double positive events, %; measured here: CD8+ vesicle-bound cell fraction;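 binding gate set so that unloaded-vesicle control wells show 10% double positive cells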
Starred values were filed as active, the others as inactive; i = inactive; ? = inconclusive; nt = no result given; [ ] = another dose, or the depositor's remark. Cut-off read from the data, not from the text of the source, unless noted: active = inhibition above about 50%; inactive = the rest.

entry | SMILES | PMI inhibition | human PMI inhibition | TNAP activators | T cell HTS | T cell HTS vesicle-bound % | M17LAP inhibition | K1F lysis inhibition | RSV CPE inhibition | West Nile antiviral | M1AAP inhibition
1 | CCCCN1C(=O)C(O)(CC(=O)c2c(C)coc2C)c2ccccc21 (stereo not drawn) | -3% | 2% | 1.1 | i | 53 | -4% | 0.1% | 0.6% | -0.8% | 3%
2 | CSc1nc2ccc(Br)cc2[nH]1 | -27% | -21% | 1.1 | i | 24 | 4% | -2.2% | -0.2% | -0.6% | 3%
3 | O=C(O)c1cccc(-c2ccc3c(c2)OCO3)c1 | nt | nt | nt | i | 55 | nt | 0.2% | 1.9% | 0.2% | nt
4 | CCCCSc1nnc(-c2ccc(NC(=O)CC)cc2)n1C | -10% | -3% | 1.2 | i | 38 | -15% | -0.2% | 3.6% | -0.1% | 2%
5 | Cc1ccc(C(=O)Nc2ccc(OCc3ccccc3)cc2)s1 | nt | nt | nt | i | 16 | nt | 0.0% | 0.6% | -0.6% | nt
6 | CCOC(=O)/C(=N\Nc1ccccc1)S(=O)(=O)c1ccccc1 | -8% | 3% | 1.1 | i | 38 | 4% | 5.3% | -0.8% | -0.6% | 10%
7 | CCC(C)(C)NC(=O)C(c1ccccc1)N(C(=O)c1csnn1)C1CC1 (stereo not drawn) | -8% | -9% | 1.1 | i | 21 | -14% | -0.9% | 0.9% | 0.0% | -1%
8 | Nc1c(C(=O)Nc2nccs2)sc2nc(-c3cccs3)cc(C(F)(F)F)c12 | 10% | 15% | 1 | i | 57 | -40% | 0.3% | -0.3% | nt | 5%
9 | CCC(=O)Nc1ccc(NC(=S)NC(=O)/C=C/c2ccco2)cc1 | nt | nt | nt | i | 55 | nt | -0.5% | 8.4% | -0.8% | nt
10 | Cc1ccc(NC(NC(=O)c2cccs2)C(Cl)(Cl)Cl)cc1 (stereo not drawn) | 17% | 24% | 1.1 | i | 28 | -2% | 0.1% | 3.5% | 0.1% | 1%
11 | Cn1cnnc1SCC(=O)Nc1ccc(Oc2ccccc2)cc1 | nt | nt | nt | i | 68 | nt | 1.1%[50 µM] | 0.0% | -0.1% | nt
12 | O=C(Nc1c(F)cccc1F)c1ccc(-n2cncn2)nc1 | 12% | 9% | 1.1 | i | 38 | -5% | 0.6% | 5.1% | 0.2% | -1%
13 | CN(C)c1ccc(/C=C2\CCC/C(=C\c3ccccc3)C2=O)cc1 | 20% | 11% | 0.9 | i | 40 | 5% | 0.2% | 15% | -0.7% | 15%
14 | COc1ccc2nc(NC(=O)c3ccccc3F)sc2c1 | nt | nt | nt | i | 38 | nt | 0.7% | 3.8% | -0.5% | nt
15 | O=C(NC(=S)Nc1cc(S(=O)(=O)N2CCOCC2)ccc1O)c1ccco1 | 3% | 18% | 1.4 | i | 41 | 8% | 0.4% | -0.2% | 0.3% | 7%
16 | Cc1nc(C)c(-c2csc(Nc3ccc(O)c(C(=O)O)c3)n2)s1 | nt | nt | nt | i | 63 | nt | 0.2% | -0.6% | 0.1% | nt
17 | O=C1CNC(=O)/C(=C\c2ccccc2)N1 | nt | nt | nt | i | 52 | nt | 1.1% | 0.4% | -0.1% | nt
18 | CCN1CCN(C(=O)c2ccc(OC3CCN(CCc4ccccc4)CC3)cc2)[C@@H](C)C1=O | nt | nt | nt | i | 19 | nt | 1.9%[50 µM] | 0.8% | -0.1% | nt
19 | Cc1c(N2C(=O)C3C4C=CC(C4)C3C2=O)c(=O)n(-c2ccccc2)n1C (stereo not drawn) | nt | nt | nt | i | 20 | 24% | -0.9% | 1.5% | -0.3% | 13%
20 | Fc1cccc(Nc2ncnc3c2cnn3-c2ccccc2)c1 | nt | nt | nt | i | 52 | -10% | -0.4% | 16% | 0.2% | -2%
21 | CC(C)C[C@H](NC(=O)c1[nH]cnc1C(=O)N[C@@H](Cc1ccccc1)C(=O)OC(C)(C)C)C(=O)OC(C)(C)C | nt | nt | nt | i | 20 | -1% | 0.0% | -4.5% | 1.6% | -5%
22 | Cc1ccc([C@@H]2[C@@H]3C(=O)N(C)C(=O)[C@@H]3[C@]3(C)C(=O)N(CC4CC4)CC(=O)N23)o1 | nt | nt | nt | i | 14 | nt | 0.4% | 1.5% | -0.7% | nt
23 | Cc1csc(NC(=O)c2ccc3c(c2)OCO3)n1 | nt | nt | nt | i | 6 | nt | -0.1% | -0.3% | -0.2% | nt
24 | COc1cccc(C(O)CC(N)=O)c1 (stereo not drawn) | -1% | -3% | 1.1 | i | 55 | -6% | 1.1% | 2.3% | 0.2% | 3%
25 | COc1ccc(OC)c(NS(=O)(=O)c2c(C(=O)N3CCCCCC3)c(C)n(C)c2C)c1 | nt | nt | nt | i | 4 | nt | 0.1% | 0.9% | -0.1% | nt
26 | COc1ccc(S(=O)(=O)Nc2ccccc2C(=O)N2CCOCC2)cc1F | nt | nt | nt | i | 3 | nt | -0.4%[50 µM] | 0.9% | -0.3% | nt
27 | CC1CN(Cc2nc3c(c(=O)n(C)c(=O)n3C)n2CC(=O)c2ccccc2)CC(C)O1 (stereo not drawn) | -5% | -12% | 1.1 | i | 7 | -21% | 7.8% | -0.3% | -0.2% | 7%
28 | COc1cccc(C(=O)Nc2nc3c(c(=O)[nH]2)CCCC3)c1 | -5% | -3% | 1.1 | i | 35 | 6% | 2.8% | 1.8% | -0.3% | 0%
29 | O=C(NC1CC1)c1ccc2c(c1)ncn2C1CCCC1 | -10% | -18% | 1 | i | 45 | 6% | 0.1% | -1.0% | 0.0% | 2%
30 | O=C(Nc1cccc(NC(=O)c2cccnc2)c1)c1ccccc1 | nt | nt | nt | i | 10 | nt | 0.2% | 1.9% | -0.3% | nt
31 | CCC(C)(C)n1nnnc1C(c1cccnc1)N1CCCc2ccccc21 (stereo not drawn) | 16% | 8% | 1.1 | i | 62 | -9% | 7.9% | 0.4% | -0.6% | -7%
32 | O=C(NC1CCCC1)c1ccc(Br)s1 | -6% | -1% | 1.1 | i | 11 | 12% | -4.4% | 0.7% | -0.1% | -4%
33 | CCOC(=O)c1c(NC(=O)COC(=O)Cn2cnc3ccccc32)sc2c1CCC(C)C2 (stereo not drawn) | 16% | 16% | 1 | i | 38 | 7% | 0.4%[50 µM] | 1.1% | 0.5% | 3%
34 | COc1ccc(-c2nnn(CC(=O)NC3CCCc4ccccc43)n2)cc1OC (stereo not drawn) | 15% | 14% | 1.1 | i | 34 | nt | 0.0% | 0.1% | ? | nt
35 | CNc1ccc(/C=C2\CSc3ccccc3C2=O)cc1[N+](=O)[O-] | -4% | -7% | 0.8 | i | 61 | -1% | 0.4% | 7.4% | 1.4% | 2%
36 | NNC(=O)c1cc(Br)cs1 | -17% | -23% | 1 | i | 26 | 0% | -2.8% | 1.7% | -0.8% | 7%
37 | CCCCCCCCn1ccc(=N)cc1 | nt | nt | nt | i | 27 | -1% | -1.8% | -1.6% | -0.2% | 4%
38 | CC(=O)Oc1ccccc1/C=C/c1nc2ccccc2c(=O)o1 | nt | nt | nt | i | 57 | nt | 0.0% | 1.7% | 0.1% | nt
39 | Cn1c(-c2csc(-c3ccccc3)n2)n[nH]c1=S | 11% | 12% | 1.3 | i | 16 | -3% | 0.2% | 0.3% | 0.1% | 17%
40 | COC(=O)Nc1nnc(CC(=O)Nc2ccccc2C)s1 | -5% | -10% | 1 | i | 40 | -2% | -1.6% | 1.0% | 0.1% | 5%
41 | COc1ccccc1NC(=O)c1ccc(S(=O)(=O)N2CCC(C)CC2)cc1 | nt | nt | nt | i | 29 | nt | 0.7% | ? | 0.2% | nt
42 | Cc1nnc(N2CCOCC2)c2nn(-c3cccc(Cl)c3)c(C)c12 | -3% | -10% | 1.1 | i | 45 | -2% | 1.0%[50 µM] | 4.1% | -0.8% | 2%
43 | COc1cccc(C2c3[nH]c4ccccc4c3C[C@H]3C(=O)N(c4ccccc4C(=O)N4CCC(C(=O)O)CC4)C(=O)N23)c1 (stereo partly drawn) | nt | nt | nt | i | 21 | nt | 2.5% | 0.3% | 0.3% | nt
44 | CC1Oc2ccccc2N(CC(=O)NC2CC2)C1=O (stereo not drawn) | nt | nt | nt | i | 38 | nt | 0.1% | 0.9% | -0.5% | nt
45 | O=C(O)c1cccc(N/N=C/c2cccc3ccccc23)c1 | nt | nt | nt | i | 25 | nt | -1.9% | 0.5% | 0.1% | nt
46 | O=C(OCC(=O)C12CC3CC(CC(C3)C1)C2)c1cccnc1Cl | 0% | -1% | 1.1 | i | 55 | -9% | -0.1% | 0.7% | 0.0% | 5%
47 | CCOc1c2ccc(C(=O)NCCc3cccs3)cc2nn1CC | -10% | -2% | 1 | i | 25 | -77% | -0.5% | 2.5% | -0.3% | 5%
48 | COc1cc2[nH]c(=O)n3nc(-c4ccccc4)nc3c2cc1OC | 18% | 12% | 1 | i | 27 | -35% | -0.1% | 0.4% | 0.2% | 1%
49 | CCOc1ccccc1C(=O)Nc1c[nH]c(=O)[nH]c1=O | nt | nt | nt | i | 61 | nt | -0.2% | 38% | -0.5% | nt
50 | O=C(COc1ncnc2ccccc12)NCCCN1CCCC1=O | -7% | -11% | 1 | i | 42 | -8% | 0.4% | 6.3% | 0.5% | 9%

Along the list, from the results shown.
human PMI inhibition for nos. 10–15: 24%, nt, 9%, 11%, nt, 18%

3 compounds picked at random from the list so far, as already listed:
entry | SMILES | PMI inhibition | human PMI inhibition | TNAP activators | T cell HTS | T cell HTS vesicle-bound % | M17LAP inhibition | K1F lysis inhibition | RSV CPE inhibition | West Nile antiviral | M1AAP inhibition
50 | O=C(COc1ncnc2ccccc12)NCCCN1CCCC1=O | -7% | -11% | 1 | i | 42 | -8% | 0.4% | 6.3% | 0.5% | 9%
47 | CCOc1c2ccc(C(=O)NCCc3cccs3)cc2nn1CC | -10% | -2% | 1 | i | 25 | -77% | -0.5% | 2.5% | -0.3% | 5%
37 | CCCCCCCCn1ccc(=N)cc1 | nt | nt | nt | i | 27 | -1% | -1.8% | -1.6% | -0.2% | 4%
